Cy5 interf NS3h = counter-screen for HCV NS3 helicase inhibitors: fluorescence interference. Cy5-dT15 DNA with NS3h; actives lie on both sides; signal over control mean, under 1 quenches. fluorescence interference ratio at 100 µM. hit rate 6% among 16,000. AID 720488;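 active means compound fluorescence over control fluorescence at most 0.8, a quencher, or at least a set upper limit, an enhancer; inactive means ratio between 0.8 and the set upper limit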
NS3h inh CB = blocks HCV NS3 helicase binding to DNA; NS3h Cy5-dT15 DNA binding, fluorescence polarization; inhibition, % at 100 µM; hit rate 1.6% among 16,000; AID 687043;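 active means inhibition above the average over every tested compound plus 3 SD, cut at about 40% in these data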
Numbers without * were called inactive.

SMILES	Cy5 interf NS3h	NS3h inh CB
N#CC1=C(N)n2c(s/c(=C\c3ccc4c(c3)OCO4)c2=O)=C(C#N)C1c1ccc2c(c1)OCO2 (centres undefined)	0.98	-8
O=C(Nc1cccc(C(F)(F)F)c1)C1CC(=O)N(c2ccccc2)C1 (centres undefined)	0.98	6
COc1cc(/C=C2\C(=O)NC(=O)N(c3cc(C)cc(C)c3)C2=O)cc(OC)c1O	1.1	8
COc1ccc(OCC(=O)Nc2ccc(NC(=O)c3ccccc3)cc2)cc1	0.96	-8
NCCCNc1ccccc1[N+](=O)[O-]	1.1	-1
O=C(c1ccco1)N(Cc1ccccc1)c1cccc([N+](=O)[O-])c1	1	4
CCOc1ccc(/C=C2/SC(=S)NC2=O)cc1Cl	1	14
C=CCOC(=O)C1=C(C)NC(C)=C(C(=O)OCC=C)C1c1ccc(O)cc1	0.87	16
Cc1c(CCNC(=O)Nc2ccccc2)c2ccccc2n1Cc1ccccc1	0.99	23
O=C(NN1C(=O)c2ccccc2C1=O)c1ccc(O)cc1	0.98	1
COc1ccc(NC(=O)/C(C#N)=C/c2ccc(-c3ccc([N+](=O)[O-])cc3Cl)o2)cc1	0.99	2
Cc1sc2ncn(/N=C\C=C3/N(C)c4ccccc4C3(C)C)c(=O)c2c1C	1.1	9
O=C(Nc1ccncc1)c1ccc(C(=O)Nc2ccncc2)cc1	1	-12
O=C(COC(=O)c1ccccc1[N+](=O)[O-])c1ccc(F)cc1	1	13
COc1ccc(C2C(=C(O)c3ccc(Cl)cc3)C(=O)C(=O)N2C)c(OC)c1 (centres undefined)	0.96	-6
CN(CCOC(=O)C(C)(c1ccccc1)c1ccccc1)C(C)(C)C	0.76*	6
COc1ccccc1NC(=O)C(=O)NCCc1ccccc1	0.93	-4
CCC1=NN2C(=N)/C(=C/c3ccc(OCCOc4cccc(OC)c4)c(OC)c3)C(=O)N=C2S1	1	8
Cc1ccc(S(=O)(=O)NCCNC(=O)Nc2cccnc2)cc1	1.1	-2
CC(C)(C)NC(=O)c1ccccc1C(=O)O	1	-2
CCc1ccc(N2CC(C(=O)NC)CC2=O)cc1 (centres undefined)	1	2
CS(=O)(=O)N(CC(=O)N1CCOCC1)c1ccc(Cl)cc1	1	1
O=C(Nc1ccc(Br)cc1)c1nn2c(c1Cl)NC(c1ccccc1)CC2C(F)(F)F (centres undefined)	0.98	14
N#CC(C#N)=Cc1cn(-c2ccccc2)nc1-c1cc2ccccc2oc1=O	1	16
CCOC(=O)c1c(C)oc2cc(Br)c(OCc3ccc([N+](=O)[O-])cc3)cc12	1	9
COc1ccc2oc(-c3ccccc3)c(C(=O)Nc3nccs3)c2c1	0.94	11
COC(=O)C1=C(C(=O)OC)SC2(S1)C(C(=O)OC)=C(C(=O)OC)SC1=C2c2cccc(OC)c2NC1(C)C	1	-19
Cc1ccc(S(=O)(=O)N2CCCCC2)cc1[N+](=O)[O-]	1	11
COc1cccc(-c2nc(-c3cccnc3)no2)c1	1	12
O=C(O)CCSc1nc2ccccc2n1Cc1ccccc1	1.1	-11
CN1CCN(C(=O)c2ccccc2NC(=O)c2cccs2)CC1	1	1
CC1(C)CC(NC(=O)c2cccc(Br)c2)CC(C)(C)N1	1.1	0
COc1ccc(Cl)cc1NC(=O)c1ccc(C(=O)Nc2cc(Cl)ccc2OC)cc1	1.1	3
CCCOc1cccc(-c2nnc(NC(=O)Nc3cccc(Cl)c3)s2)c1	1	1
Brc1ccc(-c2nc(-c3ccccc3)nc(-c3ccccc3)n2)cc1	1.1	1
Cc1ccccc1NC(=O)C(=O)NCCc1ccccc1	1.1	1

7 records drawn at random from those above, as already listed:
SMILES	Cy5 interf NS3h	NS3h inh CB
COc1ccc2oc(-c3ccccc3)c(C(=O)Nc3nccs3)c2c1	0.94	11
CCCOc1cccc(-c2nnc(NC(=O)Nc3cccc(Cl)c3)s2)c1	1	1
CCOC(=O)c1c(C)oc2cc(Br)c(OCc3ccc([N+](=O)[O-])cc3)cc12	1	9
COc1cccc(-c2nc(-c3cccnc3)no2)c1	1	12
COc1ccc(Cl)cc1NC(=O)c1ccc(C(=O)Nc2cc(Cl)ccc2OC)cc1	1.1	3
COC(=O)C1=C(C(=O)OC)SC2(S1)C(C(=O)OC)=C(C(=O)OC)SC1=C2c2cccc(OC)c2NC1(C)C	1	-19
Cc1ccc(S(=O)(=O)N2CCCCC2)cc1[N+](=O)[O-]	1	11

Remaining list, next part
SMILES	Cy5 interf NS3h	NS3h inh CB
CN(C)c1ccc(NC(=O)c2cc(Cl)ccc2Cl)cc1	0.99	45*
COCCOC(=O)c1c(C)oc2ccc(OCc3ccccc3Cl)cc12	0.94	8
O=C(/C=C/c1cccc(NC(=O)c2ccc([N+](=O)[O-])cc2)c1)c1ccccc1	0.94	11
CCOC(=O)c1c(NC(=O)c2ccc(F)cc2)sc(C(=O)Nc2cc(C(F)(F)F)ccc2Cl)c1C	1	-2
Cc1nn(-c2ccccc2)c(C)c1Sc1ccc(Cl)cc1	0.96	-5
Cc1c(Cl)c([N+](=O)[O-])nn1CC(=O)Nc1ccc(S(N)(=O)=O)cc1	1.1	4
C=C(C)CSc1nnc2n(-c3ccc(OC)cc3)c(=O)c3c4c(sc3n12)CCCC4	0.97	1
Cc1c(NC(=O)c2cc3nc(-c4ccc(Cl)cc4)cc(C(F)(F)F)n3n2)c(=O)n(-c2ccccc2)n1C	0.92	-3
CCc1c(C)nc2ccc(C)cc2c1SCC(=O)O	1.1	1
CCCOP(=O)(OCCC)C(Nc1ccc(Cl)cc1)c1ccc(Br)cc1 (centres undefined)	0.87	-13
COc1ccc(C2C(=C(O)c3ccccc3)C(=O)C(=O)N2c2cccc(OC)c2)cc1 (centres undefined)	0.96	-11
Cc1cn2c(=O)c3ccccc3nc2nc1Nc1ccccc1C(=O)O	1.1	-7

Records listed so far printed as active in NS3h inh CB:
SMILES | NS3h inh CB
CN(C)c1ccc(NC(=O)c2cc(Cl)ccc2Cl)cc1 | 45*

Following part.
SMILES	Cy5 interf NS3h	NS3h inh CB
O=C(O)/C=C\C(=O)Nc1ccc(C(=O)c2ccccc2)cc1	0.98	0
O=C(c1cccc(C#Cc2ccccc2)c1)N1CCN(C(c2ccccc2)c2ccccc2)CC1	1	2
S=C(NCC1(c2ccccc2)CCCC1)Nc1ccccc1	1.1	15
CN(C)CCNC(=O)c1ccc(I)cc1	1.1	7
CCP(=O)(CC)C(C)(C)CP(=O)(c1ccccc1)c1ccccc1	1.1	10
Cc1cc(C)c(S(=O)(=O)Nc2ccc(C(C)C)cc2)c(C)c1	0.88	17
CCOC(=O)CCc1c(C)nc2cc(-c3ccc(Br)cc3)[nH]n2c1=O	0.83	-1
CCOC(=O)C1CCN(S(=O)(=O)c2ccc(NC(C)=O)cc2)CC1	1.1	4
COc1cc(/C=C2\SC(=S)N(C)C2=O)ccc1OC(=O)c1ccc(Cl)cc1	1.1	4
COc1ccc(-c2nnc(-c3cccc(C)c3)o2)cc1	0.94	7
CCOc1ccc(C(=O)Nc2ccc3c4c(cccc24)CC3)cc1[N+](=O)[O-]	0.92	2
O=C1c2ccc(-c3nc4ccccc4o3)cc2C(=O)N1c1cccc(-c2nc3ccccc3o2)c1	0.99	2

Sorted by the number under NS3h inh CB (low to high): 3 from the list above.
smiles	NS3h inh CB
CCOC(=O)CCc1c(C)nc2cc(-c3ccc(Br)cc3)[nH]n2c1=O	-1
CCOc1ccc(C(=O)Nc2ccc3c4c(cccc24)CC3)cc1[N+](=O)[O-]	2
Cc1cc(C)c(S(=O)(=O)Nc2ccc(C(C)C)cc2)c(C)c1	17

Next part.
SMILES	Cy5 interf NS3h	NS3h inh CB
CCOC(=O)C1=C(C)NC2=C(C(=O)c3ccccc32)C1c1ccc(OCc2ccccc2)cc1 (centres undefined)	1	7
O=c1c2ccccc2nc2n1CCCN2	1	1
O=C(NCCCc1ccccc1)C1(c2ccccc2)CCCC1	1	27
COc1ccc2oc(-c3ccc(Cl)cc3)cc(=O)c2c1	1.1	-18
O=C(O)c1ccc(-c2c(Cl)cc([N+](=O)[O-])cc2Cl)o1	1.1	-1
CN1C(=O)C(=Cc2cccc(Br)c2)C(=O)N(C)C1=O	0.98	19
CC(=O)NC(NC(=S)Nc1cccc(Cl)c1)C(Cl)(Cl)Cl (centres undefined)	1.2*	19
Cc1ccc(C(=O)O/N=C(/N)c2ccc(Br)cc2)cc1[N+](=O)[O-]	0.78*	18
CCOC(=O)c1c(-c2ccccc2)oc2cc(Br)c(OC(=O)CC)cc12	0.95	10
CC(=O)c1ccc(NC(=S)NC(NC(=O)c2ccc(C)cc2)C(Cl)(Cl)Cl)cc1 (centres undefined)	0.99	-8
CCc1ccc(S(=O)(=O)Nc2cc(Br)c(O)c3ccccc23)cc1	0.98	4
CCOC(=O)c1cocc1C(=O)Nc1ccccc1C(=O)O	1.1	0

The last two compounds of the section before come first, to join the parts:
SMILES	Cy5 interf NS3h	NS3h inh CB
CCc1ccc(S(=O)(=O)Nc2cc(Br)c(O)c3ccccc23)cc1	0.98	4
CCOC(=O)c1cocc1C(=O)Nc1ccccc1C(=O)O	1.1	0
COc1ccc(OC)c(N2C(=O)NC(=O)/C(=C/C=C/c3ccccc3)C2=O)c1	0.92	49*
O=C(O)CC(NS(=O)(=O)c1cc(Cl)ccc1Cl)c1ccccc1 (centres undefined)	0.97	4
O=C1NC(=Nc2cccnc2)S/C1=C\c1cccc(F)c1	0.8*	-26
COc1cc(C2C(=C(O)c3ccccc3)C(=O)C(=O)N2c2cccc(C(F)(F)F)c2)ccc1O (centres undefined)	0.96	-1
COc1cc(/C=C2\SC(=S)N(Cc3ccccc3)C2=O)ccc1OC(=O)c1ccc(Cl)cc1	1.1	10
O=C(O)c1ccc(NC(=O)c2cc(NC(=O)c3ccc(C(=O)O)cc3)cc(C(=O)Nc3ccc([N+](=O)[O-])cc3)c2)cc1	1	11
CC(=O)Oc1ccc(-c2cccc(C(=O)N3CCOCC3)c2)cc1	1	4
CC(C)CNC(=O)c1ccccc1NC(=O)C(c1ccccc1)c1ccccc1	0.91	11
Cc1ccc(-c2nc3cc(Cl)ccc3o2)cc1NC(=O)c1cccc(Cl)c1Cl	0.98	8
Cc1ccc(S(=O)(=O)N2CCN(Cc3ccccc3)CC2)cc1[N+](=O)[O-]	0.98	2
Cc1cc(C)n(CC(=O)n2c3ccccc3c3ccccc32)n1	1	1
CC(C)n1c(=S)[nH]c2c1c(=O)n(C)c(=O)n2C	1	3
CCOC(=O)C(CC)P(=O)(c1ccccc1)c1ccccc1 (centres undefined)	1.2	3
O=C(NCCCN1CCOCC1)/C(=C/c1cccs1)NC(=O)c1ccccc1	0.92	8
N#C/C(=C\c1ccc(-c2cccc(Cl)c2Cl)o1)C(=O)Nc1cccc2ncccc12	1	4
Cc1ccc(C(O)=CC(=O)C(=O)Nc2nccs2)cc1	1	0
CCOC(=O)c1c(-c2ccccc2)oc2ccc(OC(=O)c3ccc(OC)c(OC)c3)cc12	0.91	15
CCOC(=O)c1c(-c2ccccc2)oc2ccc(OCC(=O)C(C)(C)C)cc12	0.82	12
COc1ccc(N2C(=O)c3ccccc3NC2c2ccccc2)cc1 (centres undefined)	0.97	7
CCOc1ccc(N(CC(=O)NC)S(C)(=O)=O)cc1	1.1	-7
O=c1oc2c3c4c(cc2cc1CCO)CCCN4CCC3	0.98	22
O=C1/C(=C\c2ccccc2)SC(=S)N1NS(=O)(=O)c1ccccc1	0.92	-10
O=C(NCc1cccnc1)/C(=C/c1cccc(Oc2ccccc2)c1)NC(=O)c1ccccc1	0.85	16
Cc1ccc(N(CCCCN2C(=O)c3ccccc3C2=O)C(=O)c2ccc(Cl)s2)cc1	1	9
COc1ccc(NC(=O)c2ccc(C)c([N+](=O)[O-])c2)cc1	0.74*	13
CS(=O)(=O)N(CC(=O)Nc1cccc(C(F)(F)F)c1)c1ccc(Br)cc1	0.98	16
Cc1oc2c(CN3CC4(C)CC3CC(C)(C)C4)c(O)ccc2c(=O)c1-c1nc2ccccc2s1 (centres undefined)	0.91	11
CC(=O)C1=C(C)NC(C)=C(C(C)=O)C1c1cn(-c2ccccc2)nc1-c1cccs1	0.95	16
CCOC(=O)c1ccc(-n2c(C)cc(/C=C3\SC(=O)NC3=O)c2C)cc1	0.98	7
CCCCNc1c2c(nc3ccccc13)CC(C)(C)CC2=O	0.88	10
CC(NS(=O)(=O)c1ccc([N+](=O)[O-])cc1)C(=O)O (centres undefined)	0.88	-9
Cc1ccc(-c2nc3ccccc3s2)cc1NC(=O)COc1ccccc1[N+](=O)[O-]	1.1	-10
COc1ccccc1NC(=O)c1ccccc1NC(=O)c1cccs1	0.95	15
CCCCNC(=O)/C(=C/c1ccc(Cl)cc1)NC(=O)c1ccc(OC)cc1	0.97	14
CCOC(=O)C1=C(C)N(c2ccc(Br)cc2)C(=O)/C1=C\c1cc(OC)c(OC)c(OC)c1	1.1	9
C/C(=N/N=C1\NC(=O)C(CC(=O)Nc2ccc(C)c(Cl)c2)S1)C(C)C (centres undefined)	0.96	12
COc1cccc(-n2c(O)c(C3=c4ccccc4=NC3=O)sc2=S)c1	1	12
CCOC(=O)C1=C(C)S/C(=C\N(C)C)C1=O	1.1	-5
CCOC(=O)C1=C(N)OC2=C(C(=O)CCC2)C1c1ccc(Cl)cc1Cl (centres undefined)	1	1
CCN(CC)c1ccc(NC(=O)c2cc(Br)ccc2Cl)cc1	0.99	8
COc1ccc(Cl)cc1C(=O)Nc1cccc(-c2nc3cc(C)c(C)cc3o2)c1	0.95	-17
O=C1NC(=O)N(c2cccc(F)c2)C(=O)/C1=C/c1ccc(Oc2ccc([N+](=O)[O-])cn2)cc1	0.95	10
Cc1ccc(NC(=O)COc2ccc(Cl)cc2Cl)cc1C	1.1	29
CCOC(=O)C1=C(C)N=c2s/c(=C/c3c[nH]c4ccccc34)c(=O)n2C1c1ccc(F)cc1 (centres undefined)	1.1	-6
CC(=O)c1ccc(Oc2ccc([N+](=O)[O-])cc2)cc1	0.64*	10
Cc1ccc(C2Nc3ccccc3C(=O)N2Cc2ccccc2)cc1 (centres undefined)	0.86	8

Source: PubChem BioAssay (Milwaukee Institute for Drug Discovery)
